# Source: PubChem BioAssay (Broad Institute)
# ERAP1 HTS inh – ERAP1 (human) enzyme inhibition | recombinant ERAP1, Leu-AMC fluorescence, 60 min | inhibition, % at 10.7 µM | 340,000 compounds, 0.15% hits;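 active = mean replicate inhibition of at least 30%, or all replicates individually reaching that 30% level; inactive = mean below 30% and not every replicate reaching it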;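 note: 0% = neutral control wells and 100% = L-leucinethiol positive control wells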
# RAD52 inh – blocks human RAD52 DNA annealing; AID 651710; inhibition, % at 18.7 µM; recombinant RAD52 DNA annealing, FRET fluorescence; 360,000 compounds, 0.46% hits; P43351;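 active = every replicate showing at least 50% inhibition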
# RAD54 branch – blocks human RAD54 Holliday junction branch migration | AID 602329 | inhibition, % at 10.4 µM | 360,000 compounds, 0.14% hits | Q92698 | FAM/BHQ fluorescence;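 active = mean normalized replicate activity at least 40 and at least half of replicates scoring 40 or more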;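 note: 0% = median of neutral control wells and 100% = median of positive control wells; inhibitors cause a drop in the FAM fluorescence signal; in these data hits start at about 50%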
# Target sequence (Q92698 whole entry, looked up): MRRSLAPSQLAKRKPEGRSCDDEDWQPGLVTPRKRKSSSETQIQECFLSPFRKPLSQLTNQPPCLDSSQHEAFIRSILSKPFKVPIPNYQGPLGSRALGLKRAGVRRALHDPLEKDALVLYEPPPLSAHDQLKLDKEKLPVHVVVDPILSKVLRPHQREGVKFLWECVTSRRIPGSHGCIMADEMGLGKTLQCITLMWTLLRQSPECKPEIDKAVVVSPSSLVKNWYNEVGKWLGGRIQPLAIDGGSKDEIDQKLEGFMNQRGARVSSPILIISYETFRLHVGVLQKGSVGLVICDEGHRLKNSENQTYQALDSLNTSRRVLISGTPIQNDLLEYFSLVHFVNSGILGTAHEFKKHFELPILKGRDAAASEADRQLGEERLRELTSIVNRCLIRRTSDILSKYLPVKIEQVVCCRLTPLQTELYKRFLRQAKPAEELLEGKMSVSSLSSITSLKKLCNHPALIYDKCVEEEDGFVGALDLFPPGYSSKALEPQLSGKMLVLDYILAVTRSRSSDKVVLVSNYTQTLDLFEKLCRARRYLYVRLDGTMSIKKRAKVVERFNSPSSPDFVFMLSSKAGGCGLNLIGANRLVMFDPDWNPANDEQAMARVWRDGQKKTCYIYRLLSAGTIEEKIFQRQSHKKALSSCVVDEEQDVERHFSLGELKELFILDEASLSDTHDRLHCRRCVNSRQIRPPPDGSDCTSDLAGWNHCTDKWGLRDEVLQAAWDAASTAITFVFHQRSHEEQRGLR
# S100A4 MyoIIA – inhibitors of human S100A4 binding to myosin IIA peptide. 360,000 compounds, 0.14% hits. P26447. AID 652163. S100A4/TAMRA-MyoIIA peptide fluorescence polarization. inhibition, % at 10.7 µM;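 active = mean inhibition of at least 70% across replicates, with every replicate also reaching that level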
# Target sequence (P26447 whole entry, looked up): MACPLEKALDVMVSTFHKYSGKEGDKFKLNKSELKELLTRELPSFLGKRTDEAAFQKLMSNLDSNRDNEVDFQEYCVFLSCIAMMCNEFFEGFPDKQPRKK
#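 assay system = human S100A4 monomer with TAMRA-labelled myosin IIA peptide | also added = labelled myosin peptide probe, 5 nM | incubation = 5 min between mix addition and reading | control set = DMSO and TFP controls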
# E-sel inducer – induces E-selectin expression in human endothelial cells; activation, % at 7.58 µM; HUVEC E-selectin immunofluorescence imaging; normalized: neutral wells 0, TNF-alpha wells 100; AID 686992; 260,000 compounds, 0.37% hits; P16581;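 active = mean E-selectin-positive cell signal at least 10% of the positive control, reached in at least 60% of replicates, without over 20% cell loss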;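 note: in these data hits start at about 27%; measured in HUVEC primary endothelial cells; signal is the percent of cells scored E-selectin positive by PE staining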
#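 material = human umbilical vein endothelial cells (HUVEC), E-selectin induction | quantity = 3,000 cells/well | medium = EGM-2 growth medium on 0.1% gelatin-coated wells | technique = immunofluorescence imaging | read-out basis = % PE-positive cells | control set = TNF-alpha positive control, DMSO neutral control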
# Xi reactivation – X-chromosome reactivation activator; XiGFP mouse fibroblasts, % GFP-positive cells imaging, 3 d; cells co-treated with 5-aza-dC sensitizer; scaled so ellipticine positive control = 100%; activation, % at 7.58 µM; 360,000 compounds, 0.055% hits; AID 743238;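 active = mean normalized replicate activation at least 10% and every replicate at or above 10%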;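 note: 0% = median of on-plate neutral control wells and 100% = ellipticine 6 µM median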
#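 Assay system: SV40-immortalized XiGFP fibroblast cells, line 68-5-11; buffer or medium: DMEM plus 5-aza-dC sensitizer; compound: one concentration, pinned; timing: compounds 3 days, fix/stain 15 min at room temperature; benchmarks: positive control ellipticine, 6 µM final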
# ERp5 block – blocks human ERp5 reductase activity on insulin; 350,000 compounds, 0.05% hits; inhibition, % at 9.99 µM; Q15084; AID 651711; ERp5 insulin aggregation, absorbance 650 nm, 90 min;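 active = mean replicate inhibition above about 25%, with every replicate also reaching it, limit read from the data, passing the limit was not always enough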
# esBAF inh – blocks esBAF chromatin remodeling in mouse ES cells | Bmi1-luciferase knock-in reporter, 24 h; 100% = twice the neutral-well signal | reporter increase, % at 12.5 µM | 350,000 compounds, 2% hits | AID 602393; in the data active = activation above about 40%;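 note: 0% = median of the plate's neutral control wells and 100% = double that signal; a rise in the Bmi1 reporter signal indicates esBAF inhibition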
# * = called active by the depositor; · = not tested or not shown. Outcome played no part in choosing rows, and some 2.5% of all compounds hit somewhere here.
molecule | ERAP1 HTS inh | RAD52 inh | RAD54 branch | S100A4 MyoIIA | E-sel inducer | Xi reactivation | ERp5 block | esBAF inh
Cn1c(=O)n(C)c2cc(NC(=O)COc3ccccc3)ccc21 | -3 | -2 | -2 | 4 | 0.0 | 0.1 | 4 | -5
COc1ccc(C2=NOC(Cn3nc(C(=O)NCc4cccs4)cc3-c3ccccc3)C2)cc1 (configuration not stated) | 1 | -15 | -5 | -4 | -0.1 | 0.1 | -4 | 5
O=C(COC(=O)COc1ccc(Br)cc1)Nc1cccnc1Cl | -7 | -11 | -9 | -7 | · | 0.2 | -5 | -8
CCCN(C(=O)CCOc1ccc(C(C)(C)C)cc1)c1c(N)n(Cc2ccccc2)c(=O)[nH]c1=O | 3 | -5 | · | -6 | 0.4 | 0.2 | -3 | -9
CC(=O)Nc1ccc(NC(=O)CSc2nnc(-c3ccc(NS(C)(=O)=O)cc3)n2C)cc1C | 0 | -9 | -4 | -4 | 1.8 | 0.1 | -4 | ·
COc1ccc(Cc2nc3ccc(C(=O)N4CCCN(C=O)CC4)cc3o2)cc1 | 0 | -3 | 4 | 1 | 0.2 | 0.1 | 11 | 2
CCS(=O)(=O)N1[C@H](CO)[C@@H](c2ccccc2)C12CN(C(=O)C1CC1)C2 | -2 | -6 | · | 52 | -0.1 | 0.1 | 0 | ·
CC(NC(=O)c1cccnc1)C(c1ccccc1)N1CCN(C)CC1 (configuration not stated) | -1 | -22 | -3 | 1 | · | · | -3 | -1
O=C(Nc1ccccc1)N1CCCCN2[C@H](CO)[C@@H](c3ccc(-c4ccccc4F)cc3)[C@@H]2C1 | 0 | 3 | 14 | 1 | 0.0 | 0.0 | 2 | ·
CC(Sc1nnnn1C)C(=O)Nc1ncc(Cl)cc1Cl (configuration not stated) | 1 | -12 | 6 | 2 | -0.4 | 0.0 | 0 | -1
O=C(COC(=O)c1ccc(OC(F)F)cc1)NCCC1=CCCCC1 | 2 | 5 | · | -2 | · | 0.1 | 10 | -3
CO[C@@H](CN(C)C(=O)C1CCOCC1)[C@@H](C)CN(C(=O)Nc1ccc(F)cc1)[C@@H](C)CO | 0 | -10 | 9 | -17 | 0.5 | 0.0 | -3 | 4
COc1ccc(NC(=O)N2CCCCN3[C@H](C2)[C@H](c2ccc(-c4ccccc4C)cc2)[C@@H]3CO)cc1 | -1 | -3 | -10 | -5 | 0.3 | 0.2 | 0 | ·
COc1cccc(CN(C(=O)c2cccc(OC)c2)C2CCS(=O)(=O)C2)c1 (configuration not stated) | 2 | -12 | -2 | 6 | · | 0.0 | 2 | -4
CCCCn1c(NCc2ccc3c(c2)OCO3)nc2ccccc21 | -2 | -3 | 4 | 1 | · | · | 3 | 6
COc1ccc(NC(=O)N2C[C@H](O)COC[C@@H]3O[C@H](CC(=O)NCc4ccncn4)CC[C@H]32)cc1 | 2 | -6 | 2 | 22 | -0.2 | 0.0 | 0 | 0
Cc1noc(C)c1S(=O)(=O)Nc1ccc2c(c1)C(=O)N([C@@H](C)CO)C[C@H](C)[C@@H](CN(C)C(=O)NC(C)C)OCCCC[C@@H](C)O2 | 0 | -2 | · | -1 | · | -0.1 | 7 | ·
CC1=C(C(=O)N2CCOCC2)CC(CC(=O)NCc2cccs2)C(=O)N1Cc1ccccc1 (configuration not stated) | -2 | -10 | -7 | 0 | -0.2 | 0.1 | 1 | 0
CCNS(=O)(=O)c1c(C)cc(N2CCCC2=O)cc1C | 4 | 8 | -1 | 2 | · | · | 2 | -4
CC1Nc2ccc(C(=O)NC3CCCCC3)cc2NC1=O (configuration not stated) | 3 | -120 | -4 | 26 | 0.5 | 0.0 | 5 | -1
O=C(NC1CC1)C1CCN(c2nc3ccccc3s2)CC1 | -4 | -8 | 8 | 0 | · | 0.6 | -16 | 22
COc1ccc(C2/C=C\CN(C(=O)c3ccccc3)[C@H](Cc3ccccc3)C(=O)N2Cc2ccc(F)cc2)cc1 (some centres not stated) | 0 | 3 | 10 | 2 | -0.2 | 0.0 | -8 | -1
Cc1noc(C)c1S(=O)(=O)N(C)C[C@@H]1Oc2ccc(NS(=O)(=O)c3ccccc3)cc2CC(=O)N([C@@H](C)CO)C[C@@H]1C | 6 | -5 | -10 | 3 | -0.9 | -0.2 | 8 | -3
C[C@@H]1CN([C@H](C)CO)C(=O)c2cccc(NC(=O)Nc3ccc(F)cc3)c2O[C@@H]1CN(C)Cc1ccc(C(=O)Nc2ccccc2N)cc1 | -1 | -12 | · | -27 | 38 | -1.1 | 1 | ·
COc1ccc(O)c(/C=N/NC(=S)Nc2cccnc2)c1 | -1 | -23 | · | -3 | · | 0.4 | 3 | ·
Cc1nnc(SCCn2c(N3CCN(Cc4ccccc4)CC3)nc3c2c(=O)[nH]c(=O)n3C)s1 | 4 | -4 | -3 | -1 | · | · | -11 | -2
Cc1ccc2c(c1)C1C=CCC1C(C(=O)NCCCN1CCOCC1)N2 (configuration not stated) | · | · | -4 | · | -0.1 | 0.0 | · | -4
O=C(C[C@H]1CC[C@@H]2[C@H](COC[C@H](O)CN2Cc2cccc(F)c2)O1)NCc1ccncc1 | -2 | -7 | 4 | -1 | 0.1 | -0.1 | 0 | 1
O=Cc1cccc(OC(=O)Nc2ccccc2)c1 | -1 | -9 | -4 | 0 | 3.1 | -0.1 | -2 | ·
O=C(N[C@H]1CC[C@@H](CCn2cc(-c3ccccn3)nn2)O[C@@H]1CO)c1ccc(F)cc1 | -4 | -14 | 3 | 1 | 3.6 | 1.6 | -6 | -2

# Complete entries, looked up by structure. Values in the order: ERAP1 HTS inh | RAD52 inh | RAD54 branch | S100A4 MyoIIA | E-sel inducer | Xi reactivation | ERp5 block | esBAF inh
# Shown for O=C(Nc1ccccc1)N1CCCCN2[C@H](CO)[C@@H](c3ccc(-c4ccccc4F)cc3)[C@@H]2C1 : 0 | 3 | 14 | 1 | 0.0 | 0.0 | 2 | ·
# Shown for Cc1noc(C)c1S(=O)(=O)N(C)C[C@@H]1Oc2ccc(NS(=O)(=O)c3ccccc3)cc2CC(=O)N([C@@H](C)CO)C[C@@H]1C : 6 | -5 | -10 | 3 | -0.9 | -0.2 | 8 | -3
# Shown for O=C(COC(=O)c1ccc(OC(F)F)cc1)NCCC1=CCCCC1 : 2 | 5 | · | -2 | · | 0.1 | 10 | -3
# Shown for O=C(COC(=O)COc1ccc(Br)cc1)Nc1cccnc1Cl : -7 | -11 | -9 | -7 | · | 0.2 | -5 | -8
# Shown for O=Cc1cccc(OC(=O)Nc2ccccc2)c1 : -1 | -9 | -4 | 0 | 3.1 | -0.1 | -2 | ·

# More compounds.
Molecule	ERAP1 HTS inh	RAD52 inh	RAD54 branch	S100A4 MyoIIA	E-sel inducer	Xi reactivation	ERp5 block	esBAF inh
O=C(Nc1ccc(F)cc1)N[C@@H]1CC[C@H](CC(=O)N2CCOCC2)O[C@H]1CO	-1	-8	6	-8	0.0	-0.2	5	0
Cc1ccc(NC(=O)COC(=O)CN2C(=O)C3CCCCC3C2=O)cc1C (configuration not stated)	-1	-4	3	1	-0.3	0.1	-2	-2
NC(=O)c1cc(S(=O)(=O)NCc2cccc(Br)c2)cs1	3	-1	6	0	3.2	0.0	-2	-1
O=C(c1cnccn1)N1CC(=O)N2[C@@H](CO)[C@@H](c3ccc(-c4cccc(F)c4)cc3)[C@@H]2C1	0	-4	·	-5	0.8	0.1	0	·
CN1C(=O)c2cc(NC(=O)C3CCOCC3)ccc2OC[C@@H]2O[C@H](CC(=O)NCc3ccc4c(c3)OCO4)CC[C@H]21	0	7	1	14	-0.1	0.1	1	-1
COC(=O)[C@@]12C[C@@H](CC(=O)N3CCSCC3)C(=O)N(Cc3ccco3)C1=CCC(C)(C)C2	-7	0	·	2	-0.1	0.1	0	·
O=C(c1ccoc1)N1CCN(c2cc(-c3cccnc3)nc3cc(-c4cccc(Cl)c4)nn23)CC1	0	2	4	-4	0.0	0.1	-4	2
O=C(NC1CCCCC1)C(c1ccccn1)N(C(=O)c1csnn1)c1ccccc1F (configuration not stated)	-2	-15	9	0	·	0.0	2	7
C=C1C(=O)C23C(O)C1CCC2C12COC3(O)C(O)C1C(C)(C)CCC2O (configuration not stated)	8	-13	4	6	·	·	-2	9
C[C@@H]1CN([C@@H](C)CO)C(=O)c2cc(-c3ccccc3F)cnc2O[C@@H]1CN(C)C	-5	14	-16	-2	-0.6	-0.9	-8	-1
Cc1ccccc1NC(=O)C1Cc2ccccc2CN1C(=O)OCc1ccccc1 (configuration not stated)	1	-17	6	-3	18	0.0	-2	1
C[C@@H]1CN([C@@H](C)CO)C(=O)c2cc(NC(=O)C3CCCCC3)ccc2O[C@@H](C)CCCCO[C@H]1CN(C)C(=O)CCCN(C)C	-2	12	5	-3	0.4	0.4	0	-7
Cc1ccc(Cl)cc1NC(=O)c1cc2ccccc2cc1O	·	-16	2	5	-0.1	·	-1	-28
CCCCNC(=O)c1nc(-c2ccncc2)oc1-c1ccccc1	-1	-5	-19	-5	-0.1	·	2	-5
Cn1c(C(=O)Nc2ccc(Cl)cc2)cc2cc(Cl)ccc21	1	-12	5	-1	·	0.0	2	2
CCN(CC)S(=O)(=O)c1cccc(S(=O)(=O)N2CCCCC2)c1	0	-13	-9	-2	·	·	7	-1
CSc1nc(Nc2ccc(Cl)cc2)c(C#N)c(=O)[nH]1	-2	-7	5	-6	0.0	0.0	-1	22
Cc1ccnc2nc(C(=O)OC(C)C(=O)NCc3ccccc3)nn12 (configuration not stated)	1	-7	-6	-2	·	-0.5	-7	-4
COCCN1C[C@@H](CO)O[C@@H](n2cnc3c(NC(C)C)ncnc32)C1	-1	-8	6	51	0.1	0.1	2	-11
CN(C)CCCn1c(=S)[nH]c2ccccc2c1=O	2	13	4	2	·	0.0	4	1
COC(=O)COc1ccc(NC(=O)Cn2nc(-c3ccccc3)c3ccccc3c2=O)cc1	-1	-16	0	-1	0.1	0.2	-9	-3
c1ccc(-c2nc(-c3cccs3)[nH]c2-c2ccccc2)cc1	1	-16	3	-3	·	·	4	·
O=C(O)c1cccc2c1-c1ccc(Cl)cc1C2=O	-3	-5	·	-9	-0.3	0.3	4	·

# Reformatted field by field: entries from further up
> CSc1nc(Nc2ccc(Cl)cc2)c(C#N)c(=O)[nH]1
  ERAP1 HTS inh: -2
  RAD52 inh: -7
  RAD54 branch: 5
  S100A4 MyoIIA: -6
  E-sel inducer: 0.0
  Xi reactivation: 0.0
  ERp5 block: -1
  esBAF inh: 22
> Cc1ccc(Cl)cc1NC(=O)c1cc2ccccc2cc1O
  ERAP1 HTS inh: ·
  RAD52 inh: -16
  RAD54 branch: 2
  S100A4 MyoIIA: 5
  E-sel inducer: -0.1
  Xi reactivation: ·
  ERp5 block: -1
  esBAF inh: -28
